AID2073: inhibitors of Mint1-CaV2.2 protein interaction, biochemical, HTRF (AID 2073); HTRF protein-protein interaction, Mint1-CaV2.2; higher % means a stronger effect; one-dose inhibition, % at 20 µM; IC50 in µM for titrated hits; actives 0.19% (n = 290,000); in the data active = inhibition mostly above about 51%, no sharp cut-off; inconclusive = no clear call, values can overlap the other calls; inactive = mostly below about 53%; also: some results filed as inactive read as strong as hits
Dengue-2 NS5 capping: flavivirus cap methylation enzyme inhibition – biochemical, confirmation dose response, primary screen (AID 588689); Dengue-2 NS5 methyltransferase capping enzyme assay, biochemical; higher % means a stronger effect; inhibition, % at 25 µM; hits with a dose series show IC50 in µM; actives 0.3% (n = 340,000); in the data active = a potency from the dose series; inconclusive = inhibition above about 29% without an active follow-up result
GPR35 arrestin U2OS: inhibition of zaprinast-stimulated GPR35 beta-arrestin translocation – imaging, U2OS, beta-arrestin-GFP, zaprinast agonist, primary screen (AID 2058) | inhibition, % at 10 µM; hits with a dose series show IC50 in µM | U2OS GPR35 beta-arrestin-GFP translocation imaging, zaprinast antagonism; higher % means a stronger effect | actives 0.052% (n = 290,000);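 active = inhibition of at least 50% with at least 30 cells and total cytoplasm GFP at most 10,000,000; inconclusive = under 30 cells or total GFP of 10,000,000 plus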
K1F lysis inhibition: inhibition of K1F phage lysis, E. coli UTI89, bacterial capsule biogenesis inhibitors, alamar blue (AID 488966); E. coli UTI89 K1F phage lysis, alamar blue, 2 h; higher % means a stronger effect; inhibition, % at 100 µM, or IC50 in µM where a hit was titrated; actives 0.02% (n = 340,000);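 active = phage lysis inhibition, versus mean bacterial control, above a set limit; inconclusive = no clear call, values can overlap the other calls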;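 also: capsule biogenesis inhibitors block K1F phage lysis so surviving cells raise fluorescence; higher fluorescence means more inhibition of phage lysis; actives were called in the ten point dose series up to 300 µM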
NTR1 ag: agonists of NTR1, primary screen, imaging, U2OS cells, beta-arrestin-GFP, high content (AID 493036); actives 0.17% (n = 330,000); activation, % at 20 µM; NTR1-U2OS beta-arrestin-GFP spot imaging, agonist mode;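 active = activation at or above 40% of the spot to cytoplasm intensity ratio, with at least 20 cells analyzed; inconclusive = wells under 20 cells, flagged as cytotoxic or low count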;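 also: 0% = DMSO without peptide and 100% = 100 nM NTR1 peptide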
Target sequence (P30989 whole entry, looked up): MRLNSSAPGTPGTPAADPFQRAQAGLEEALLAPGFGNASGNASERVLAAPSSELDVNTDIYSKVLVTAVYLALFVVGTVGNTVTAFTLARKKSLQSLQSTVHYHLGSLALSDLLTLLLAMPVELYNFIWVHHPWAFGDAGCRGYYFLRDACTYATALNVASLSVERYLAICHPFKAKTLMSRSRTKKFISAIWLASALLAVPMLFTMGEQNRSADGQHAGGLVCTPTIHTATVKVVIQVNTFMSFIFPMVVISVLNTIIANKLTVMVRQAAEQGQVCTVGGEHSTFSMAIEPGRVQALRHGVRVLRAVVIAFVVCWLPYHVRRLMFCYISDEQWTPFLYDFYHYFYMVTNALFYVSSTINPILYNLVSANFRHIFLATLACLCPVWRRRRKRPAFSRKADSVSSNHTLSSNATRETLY
RSV antiviral HEp-2: inhibition of RSV-induced cytopathic effect – HEp-2 cells, primary 10 µM value included (AID 2391); HEp-2 cells, RSV-induced CPE inhibition; higher % means a stronger effect; one-dose CPE inhibition, % at 10 µM; IC50 in µM for titrated hits; actives 0.13% (n = 310,000); in the data active = a potency from the dose series; inconclusive = CPE inhibition mostly from about 23% at the one dose, without a potency; inactive = the rest, 99 in 100 with CPE inhibition below about 21%; also: strong numbers were not always called active
Autophagy HCS: modulators of autophagy. MEF GFP-LC3 puncta imaging; test concentration mostly 10 µM. calls only at 10 µM (by protocol). actives 0.98% (n = 190,000). AID 463193;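 active = percentage of spot-positive cells more than 3 SD above its plate mean, without a fluorescence outlier flag or 80% toxicity; inconclusive = no clear call, values can overlap the other calls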;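 also: spot-positive cell cutoff set from DMSO-treated cells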
LYP inhibition: inhibitors of LYP phosphatase, biochemical, fluorescence intensity, uHTS (AID 1779) | actives 0.054% (n = 290,000) | recombinant LYP phosphatase, fluorescence intensity; higher % means a stronger effect | inhibition, % at 11.5 µM; hits with a dose series show IC50 in µM; in the data active = inhibition above about 50%;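 also: plate controls were vehicle with enzyme for no effect and no enzyme for full effect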
WT yeast gro inh: growth inhibition of WT yeast, mitochondrial fusion screen; mitochondrial fusion phenotypic screen, WT strain; inhibition, % at 10 µM; actives 2.1% (n = 190,000); AID 1362; in the data active = inhibition above about 58%; tested in S. cerevisiae
WT yeast gro inh mutant strain: also measured in WT yeast gro inh; calls as there; inhibition, %; mitochondrial fusion phenotypic screen, mutant strain inhibition
Autophagy HCS cell loss 18 h: also measured in Autophagy HCS; calls as there; toxicity, %; measured here: cell loss, nuclei count;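 cell loss after 18 h compound exposure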
NTR1 ag cell count 20 µM: also measured in NTR1 ag; calls as there; cell count; measured here: cell count, cytotoxicity flag
Active calls of the source: *; i = inactive; ? = inconclusive; . = no result given; [ ] = remark or other dose. Random draw from the library; overall some 2.6% were active at least once.

Fields: K1F lysis inhibition	Autophagy HCS cell loss 18 h	NTR1 ag	WT yeast gro inh	GPR35 arrestin U2OS	Autophagy HCS	AID2073	RSV antiviral HEp-2	NTR1 ag cell count 20 µM	LYP inhibition	Dengue-2 NS5 capping	WT yeast gro inh mutant strain
> COc1ccc(NC(=O)CN2C(=O)C(C)Oc3ccccc32)cc1 (stereo not given)
    -1.4%	3	-0.3	4	-1%	i	2%	1.6%	55	4%	-2%	-7
> COc1ccc(S(=O)(=O)NC(C)C(=O)O)cc1 (stereo not given)
    1.3%	31	1.0	1	4%	i	-5%	-0.1%	65	-3%	3%	6
> Cc1ccc(C)c(N2CCN(C(=O)c3csc4ccccc34)CC2)c1
    -0.2%[50 µM]	21	8.0	74*	9%	i	0%	11%	48	5%	-3%	32*
> COCCN(Cc1nnc(-c2cccs2)o1)C(=O)c1cccc(S(=O)(=O)N2CCOCC2)c1
    0.8%[50 µM]	.	4.5	.	.	.	.	0.7%	64	.	-4%	.
> C[N+](C)(CCOc1ccccc1)Cc1ccccc1 (tested in a mixture with another compound)
    -1.8%[50 µM]	.	1.6	.	-1%	.	22%	1.1%	46	1%	63%	.
> Cc1ccccc1CSCCC(=O)NCCc1ccccc1
    0.3%	8	0.0	3	-3%	i	14%	1.7%	69	-7%	-1%	12
> COc1ccccc1OCC(=O)Nc1ccc(S(=O)(=O)N2CCCC2)cc1
    -0.3%	.	1.6	.	-7%	.	7%	1.3%	47	0%	2%	.
> S=C(NCc1ccncc1)Nc1ccc(Br)cc1Cl
    -0.3%	.	2.5	.	3%	.	-10%	3.7%	55	-6%	-1%	.
> COc1cc2oc(=O)ccc2cc1[C@@H](O)[C@@H]1OC(C)(C)OC1(C)C
    1.7%	.	-0.8	.	.	.	.	3.4%	55	.	-4%	.
> COc1ccc(NC(=S)NNC(=O)OC(C)(C)C)cc1OC
    1.2%	-1	0.8	-16	19%	i	-41%	2.0%	58	-11%	1%	-10
> O=C1c2ccccc2NC(c2ccc(O)cc2)N1Cc1ccco1 (stereo not given)
    -0.2%	-21	1.6	1	7%	i	5%	0.6%	56	-7%	-11%	1
> COc1ccc(Cl)cc1N(CC(=O)Nc1cccc(SC)c1)S(C)(=O)=O
    3.7%	0	2.8	-25	0%	i	-9%	0.5%	66	-3%	2%	-12
> N#CC(c1ccc(Cl)cc1)c1nc2ccccc2nc1C(F)(F)F (stereo not given)
    0.1%	-3	2.5	0	13%	i	-2%	8.6%	64	-6%	2%	-3
> COc1cc(/C=C2\CCC(C3CCCC3)C2=O)cc(OC)c1OC (stereo not given)
    0.2%	.	4.5	.	2%	.	4%	0.9%	100	-6%	-4%	.
> CCOC(=O)C1(Cc2ccccc2)CCCN(C2CCCC2)C1 (stereo not given)
    0.3%	-4	0.1	-15	-3%	i	6%	-0.6%	36	-8%	-8%	21
> CC1CCCCN1C(=O)c1cccc(NC2=C(Cl)C(=O)N(Cc3ccccc3)C2=O)c1 (stereo not given)
    0.2%[50 µM]	.	37	.	.	.	.	-1.9%	55	.	-8%	.
> Cc1ccc2[nH]c3c(=O)n(N)c(C)nc3c2c1
    .	9	3.1	-18	-1%	i	4%	0.8%	33	-8%	.	-10
> CCC/C=C(\CCC)C(NC(=O)OCC(C)C)c1ccc(C(=O)OC)cc1 (stereo not given)
    1.0%	23	3.1	44	13%	i	3%	0.4%	98	1%	-5%	-11
> CCCn1c(NCc2ccc(N(C)C)cc2)nc2ccccc21
    0.4%	2	-3.6	7	-2%	i	-10%	0.8%	49	2%	-1%	3
> COc1ccc(NC(=O)c2c(C)nn(Cc3ccccc3)c2Cl)cc1S(=O)(=O)N1CCOCC1
    -0.4%	-2	-1.0	-3	-1%	i	-3%	10%	36	-4%	-7%	5
> CN(C)c1cccc2c1c(NC(=O)Nc1ccccc1)nn2C
    0.8%	.	3.4	.	-6%	.	-7%	.	45	-8%	7%	.
> Cc1ccc(NC(=O)CN(C)S(=O)(=O)c2cnc[nH]2)cc1C
    -0.2%	28	-0.2	.	10%	i	2%	3.5%	43	-6%	8%	.
> O=C(c1cc(-c2ccccc2)nc2ccccc12)N1CCOCC1
    -0.6%	-11	2.3	13	-2%	i	2%	-0.3%	62	-1%	-4%	-5
> CN1C(=O)CSC1=NCC12CC3CC(CC(C3)C1)C2
    0.4%	6	7.1	23	-6%	i	10%	-0.5%	47	-4%	-8%	42
> Cc1cccc(OC(C)C(=O)Nc2ccc(N3CCCCC3)cc2)c1 (stereo not given)
    1.6%[50 µM]	.	3.5	.	.	.	.	0.5%	74	.	-8%	.
> Cc1onc(-c2c(F)cccc2Cl)c1C(=O)Nc1cccc(S(=O)(=O)NC2=NCCC2)c1
    -0.1%[50 µM]	.	1.9	.	.	.	.	0.7%	62	.	3%	.
> CCCNC(=O)c1ccc2c(=O)c(O)c(-c3ccc(Cl)c([N+](=O)[O-])c3)[nH]c2c1
    -0.6%	.	-2.8	.	-9%	.	30%	0.2%	95	-4%	5%	.
> COc1ccc(N(CC(=O)NCC2CCCO2)S(=O)(=O)c2ccc(C)cc2)cc1OC (stereo not given)
    0.3%	6	-1.5	4	-1%	i	0%	0.7%	94	-2%	-8%	30
> Cc1cccc(CCNC(=O)C2CCCN(S(=O)(=O)c3cccc4nsnc34)C2)c1 (stereo not given)
    2.7%	-10	2.3	29	-9%	i	-4%	5.8%	59	3%	1%	11
> Cc1ccc(C)c(C(=O)N(Cc2nc(-c3ccc(Cl)cc3)no2)C(C)C)c1
    1.8%	-7	6.0	70*	-1%	i	-1%	9.0%	61	2%	-6%	26*

Reprinted from the part before: five entries, followed by the next part.
Fields: K1F lysis inhibition	Autophagy HCS cell loss 18 h	NTR1 ag	WT yeast gro inh	GPR35 arrestin U2OS	Autophagy HCS	AID2073	RSV antiviral HEp-2	NTR1 ag cell count 20 µM	LYP inhibition	Dengue-2 NS5 capping	WT yeast gro inh mutant strain
> Cc1onc(-c2c(F)cccc2Cl)c1C(=O)Nc1cccc(S(=O)(=O)NC2=NCCC2)c1
    -0.1%[50 µM]	.	1.9	.	.	.	.	0.7%	62	.	3%	.
> CCCNC(=O)c1ccc2c(=O)c(O)c(-c3ccc(Cl)c([N+](=O)[O-])c3)[nH]c2c1
    -0.6%	.	-2.8	.	-9%	.	30%	0.2%	95	-4%	5%	.
> COc1ccc(N(CC(=O)NCC2CCCO2)S(=O)(=O)c2ccc(C)cc2)cc1OC (stereo not given)
    0.3%	6	-1.5	4	-1%	i	0%	0.7%	94	-2%	-8%	30
> Cc1cccc(CCNC(=O)C2CCCN(S(=O)(=O)c3cccc4nsnc34)C2)c1 (stereo not given)
    2.7%	-10	2.3	29	-9%	i	-4%	5.8%	59	3%	1%	11
> Cc1ccc(C)c(C(=O)N(Cc2nc(-c3ccc(Cl)cc3)no2)C(C)C)c1
    1.8%	-7	6.0	70*	-1%	i	-1%	9.0%	61	2%	-6%	26*
> CCCC(=O)NC1=C(C#N)C2(CCCC2)Cc2ccccc21
    -1.1%	-6	-0.5	7	-5%	i	-2%	0.0%	59	-6%	-3%	10
> CCc1cc2c(NCC(=O)O)ncnc2s1
    9.8%	-6	0.7	0	10%	i	3%	0.8%	53	-6%	1%	-11
> COC(=O)c1ccc(NC(=O)CSc2nnc(C3CC3)n2C)cc1
    0.0%	.	-0.3	.	-10%	.	24%	-0.4%	67	-6%	-6%	.
> COc1ccc(-c2nn(-c3ccccc3)cc2C(=O)NC2CCC(C)CC2)cc1 (stereo not given)
    1.3%[50 µM]	.	0.3	.	.	.	.	0.1%	68	.	-1%	.
> CCc1ccc(N2CC(C(=O)Nc3nc4ccc(S(C)(=O)=O)cc4s3)CC2=O)cc1 (stereo not given)
    -0.3%	.	-0.9	.	4%	.	46%	2.6%	68	-4%	-7%	.
> O=C1OCCN1C(=O)[C@H]1[C@H](c2ccc([N+](=O)[O-])cc2)C(c2cccc(Cl)c2)=NN1c1ccccc1
    0.9%	3	8.0	18	8%	i	2%	20%	57	9%	4%	4
> Cc1cc2c(cc1S(=O)(=O)NCc1ccc(N(C)C)cc1)OCC(=O)N2
    -1.1%	.	2.4	.	6%	.	1%	2.1%	55	-6%	-5%	.
> COc1ccc(Cl)cc1NC(=O)CSc1nc2sccc2c(=O)[nH]1
    -0.3%	23	1.3	-6	3%	i	18%	12%	25	-2%	-3%	-2
> CC(C)c1nn2c(N)c(/C=C3\C=Nc4ccccc43)c(=O)nc2s1
    .	.	2.9	.	10%	.	7%	-0.8%	33	-3%	.	.
> CCOc1nc(OCC)nc(-n2cc(-c3ccccc3)nn2)n1
    3.3%	3	0.1	4	18%	i	4%	-0.7%	60	6%	-1%	17
> O=C(O)C[C@H]1c2ccc(C(F)(F)F)cc2S(=O)(=O)N1C1CCCCC1
    1.1%	.	-0.8	.	.	.	.	2.5%	90	.	-4%	.
> O=C(N/N=C/c1ccc(Cl)cc1Cl)C(=O)NC1CC1
    0.2%	1	-0.1	-1	-2%	i	-4%	2.1%	62	-4%	-11%	-1
> CCn1cc(C(=O)O)c(=O)c2cc(F)c(N/N=C/c3ccccc3[N+](=O)[O-])cc21
    0.2%	-5	9.7	9	-14%	i	59%*	?	55	-4%	-3%	-7
> CCCCCCCCCCCNC(=O)c1ccoc1C
    -0.2%	1	-1.1	76	9%	i	0%	?	92	-1%	-9%	77
> CC(C)COc1ccc(C2NC(=O)NC2=O)cc1 (stereo not given)
    0.5%	-10	-1.5	1	12%	i	12%	3.8%	60	-4%	0%	18
> NCCc1nnc(SCC(=O)Nc2cccc(Cl)c2)o1
    0.5%	.	-0.4	.	15%	.	-4%	0.9%	75	-10%	3%	.
> CCOc1ccc2nc(N(CCN(C)C)C(=O)c3cc4ccccc4cc3OC)sc2c1
    1.4%	.	2.1	.	-8%	.	0%	-1.6%	50	-9%	-6%	.
> CCNC(=O)c1ccc(-n2nc(C)cc2-c2ccccc2)cc1
    -0.2%	-4	-1.4	4	14%	i	3%	2.1%	86	-5%	-2%	-10
> CCc1ccc(S(=O)(=O)Nc2ccc(O)c3c(=O)cc(-c4ccccc4Cl)oc23)cc1
    0.8%	.	15	.	-6%	.	3%	1.1%	86	0%	-1%	.
> CNC(=O)CC1C(=O)N(C)C(=S)N1NC(=O)c1ccccc1 (stereo not given)
    0.1%	.	-0.1	.	7%	.	-17%	6.4%	51	-10%	2%	.
> CCN1CCN(c2cc(C)c3cc(NC(=O)CCC(=O)N4CCN(c5ccccc5OC)CC4)ccc3n2)CC1
    0.8%	.	-0.5	.	3%	.	7%	1.2%	70	-5%	-5%	.
